SENP1 inh: inhibitors of human SENP1 SUMO protease catalytic domain. Q9P0U3. recombinant SENP1 catalytic domain, CyPet-SUMO1-YPet FRET cleavage. inhibition, % at 10 µM. 360,000 compounds, 0.21% hits. AID 624204;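 active means inhibition at least 30% at 10 µM, raw YFP signal under a set limit, fluorescence ratio 0.5 to 1.5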;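 further: 0% = enzyme with DMSO and 100% = no enzyme wells; some results filed as inactive read as strong as hits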
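material = recombinant human SENP1 catalytic domain, His6-tagged | quantity = 20 pM enzyme | reagent = 25 nM SUMO1 FRET substrate | compound dosing = 10 µM single point, 0.5% DMSO | timing = 50 min enzyme reaction, room temperature, light-protected | detection = FRET, CFP and YFP emission | control set = no-enzyme low, enzyme-DMSO high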
Apaf1 inhib: blocks human Apaf-1 apoptosome activity | inhibition, % at 20 µM | 330,000 compounds, 0.71% hits | AID 489030 | reconstituted apoptosome caspase-3 activity, DEVD-Rh110 fluorescence; active means inhibition of at least 40% at 20 µM;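 further: plate controls were DMSO wells for no effect and DEVD-CHO caspase inhibitor wells for full effect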
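System: reconstituted apoptosome with Apaf-1, cytochrome c, caspase-9, procaspase-3, dATP; Signal: Rh110 fluorescence intensity; Schedule: 30 min compound preincubation, 50 min activation, room temperature; Reagent: cytochrome c trigger plus (Z-DEVD)2-Rh110 caspase-3 substrate.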
HKDC1 inhibitor: HKDC1 (human) hexokinase inhibition. Q2TB90. 340,000 compounds, 0.16% hits. inhibition, % at 20 µM. recombinant HKDC1, G6PDH/diaphorase resazurin coupled fluorescence;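 active means inhibition above about 35% when tested at 20 µM, limit read from the data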;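 further: plate controls were DMSO wells with enzyme for no effect and DMSO wells lacking enzyme for full effect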
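Incubation: 90 min at room temperature in dark / Material: recombinant HKDC1 (HK5) hexokinase enzyme, produced in-house / Quantity: enzyme 5 µg/mL final / Compound: one dose of 20 µM, 1% DMSO / Reagent: glucose and ATP substrates / Buffer or medium: Tris pH 8.0 buffer with MgCl2, Tween-20, BSA, BME / Technique: resorufin fluorescence at 613 nm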
PfG6PD inh: PfG6PD (Plasmodium falciparum) enzyme inhibition | 350,000 compounds, 0.78% hits | PfGluPho enzyme, NADPH resazurin-diaphorase fluorescence | inhibition, % at 20 µM | AID 504690;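 active means inhibition reaching at least a set limit at 20 µM in the primary screen, cut at about 59% in these data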;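 further: 0% = DMSO wells with substrate and 100% = DMSO wells lacking glucose-6-phosphate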
SENP7 block: blocks the human protease SENP7; Q9BQF6; 330,000 compounds, 1.5% hits; inhibition, % at 5 µM; recombinant SENP7, Z-RLRGG-aminoluciferin luminescence, 40 min;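 active means inhibition above about 50% at the single test dose, limit read from the data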;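 further: plate controls were DMSO with enzyme for no effect and no enzyme buffer wells for full effect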
Target sequence (Q9BQF6 706-1050 limits assumed): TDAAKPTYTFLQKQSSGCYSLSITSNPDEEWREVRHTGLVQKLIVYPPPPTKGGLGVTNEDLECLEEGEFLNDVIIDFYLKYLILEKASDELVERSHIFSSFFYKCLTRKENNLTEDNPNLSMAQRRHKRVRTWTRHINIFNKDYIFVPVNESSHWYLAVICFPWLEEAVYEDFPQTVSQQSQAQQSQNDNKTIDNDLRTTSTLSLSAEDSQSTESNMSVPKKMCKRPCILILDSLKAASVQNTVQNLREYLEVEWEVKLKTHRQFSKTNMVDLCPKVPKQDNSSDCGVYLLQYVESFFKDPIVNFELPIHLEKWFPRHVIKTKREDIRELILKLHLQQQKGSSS
SENP8 block-1: inhibitors of human SENP8 protease. 330,000 compounds, 1.2% hits. purified SENP8, Z-RLRGG-aminoluciferin cleavage, luminescence. inhibition, % at 10 µM. AID 2540; in the data active means inhibition above about 50%
Target sequence (Q96LD8 whole entry, looked up): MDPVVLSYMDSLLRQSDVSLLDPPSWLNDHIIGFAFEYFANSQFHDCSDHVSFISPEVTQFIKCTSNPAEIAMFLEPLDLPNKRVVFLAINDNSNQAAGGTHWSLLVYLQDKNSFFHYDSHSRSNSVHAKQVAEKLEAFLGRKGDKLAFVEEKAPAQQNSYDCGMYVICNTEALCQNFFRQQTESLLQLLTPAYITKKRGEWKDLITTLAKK
SENP8 block-2: SENP8 (human) protease inhibition. Q96LD8. recombinant SENP8, Nedd8 substrate fluorescence. inhibition, % at 20 µM. 360,000 compounds, 0.64% hits. AID 602440; in the data active means inhibition mostly above about 40%, no sharp cut-off; inactive means mostly below about 27%
SENP6 inh: blocks the human protease SENP6; Q9GZR1; Recombinant SENP6 catalytic domain, aminoluciferin luminescence; inhibition, % at 10 µM; 330,000 compounds, 1.8% hits;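 active means inhibition above about 50% at the single tested dose, limit read from the data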;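 further: plate controls were DMSO wells with enzyme for no effect and DMSO wells lacking enzyme for full effect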
Target sequence (Q9GZR1 628-1112 limits assumed): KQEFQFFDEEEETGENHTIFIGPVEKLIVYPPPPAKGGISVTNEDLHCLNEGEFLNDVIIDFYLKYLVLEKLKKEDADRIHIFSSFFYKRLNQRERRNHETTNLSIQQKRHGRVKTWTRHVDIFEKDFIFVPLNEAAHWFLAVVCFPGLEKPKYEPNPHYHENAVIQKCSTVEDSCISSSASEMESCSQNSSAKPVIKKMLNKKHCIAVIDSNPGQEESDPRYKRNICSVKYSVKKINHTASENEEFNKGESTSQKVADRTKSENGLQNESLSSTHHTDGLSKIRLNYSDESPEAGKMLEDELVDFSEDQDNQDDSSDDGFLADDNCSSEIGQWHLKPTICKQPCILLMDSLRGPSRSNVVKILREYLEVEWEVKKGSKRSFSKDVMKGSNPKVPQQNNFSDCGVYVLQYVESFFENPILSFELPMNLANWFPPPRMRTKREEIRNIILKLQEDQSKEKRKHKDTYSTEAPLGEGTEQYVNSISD
* hit, by the source's call; x = not tested or not shown. No enrichment for hits, and some 3.6% of all compounds hit somewhere here.

Molecule,SENP1 inh,Apaf1 inhib,HKDC1 inhibitor,PfG6PD inh,SENP7 block,SENP8 block-1,SENP8 block-2,SENP6 inh
COc1ccc(CN/C(C)=C(/C#N)C(N)=O)cc1OC,1,-3,-3,-1,-1,-7,14,-5
CCc1ccc(NC(=O)CCc2nc3ccccc3[nH]2)cc1,2,0,1,8,0,-4,12,-8
O=C(Nc1cc(SCCO)cc([N+](=O)[O-])c1)c1ccc(Br)o1,0,20,-4,45,-8,-5,10,-19
O=C(NCC1(N2CCOCC2)CCCCC1)c1cccc(S(=O)(=O)Nc2ccc(F)cc2)c1,2,1,-1,2,9,3,8,7
O=C1NC(=O)c2cc([N+](=O)[O-])cc3cccc1c23,-31,-4,2,18,-9,1,5,5
Cn1c(CCNC(=O)c2ccco2)nc2cc(NS(=O)(=O)c3ccc(Cl)cc3)ccc21,1,-6,-6,4,-4,-4,-3,-4
CCCCSC1=N/C(=C/c2ccsc2)C(=O)N1c1ccccc1,-11,23,-2,20,1,-12,-159,-10
COCCCN1C(=O)c2[nH]nc(-c3ccccc3O)c2C1c1ccc(Cl)cc1 (stereo unspecified),0,19,4,-5,-1,-6,16,-4
CC(=O)c1ccc(NC(=O)N2CCc3ccccc3C2)cc1,2,10,-1,7,-13,-14,7,-13
O=C(NNS(=O)(=O)c1ccccc1[N+](=O)[O-])c1cccnc1,0,-31,-6,-3,3,-1,19,-14
COc1cc(C(=O)Nc2ccc(N(C)C)cc2)cc(OC)c1OC,4,-4,8,40,6,12,14,24
Cc1cccc(NC(=O)CCc2c(C)nn(-c3ccc(N4CCOCC4)nn3)c2C)c1,2,-4,-5,-2,2,-10,-10,6
CSc1ncccc1C(=O)NCC(c1cccs1)N1CCOCC1 (stereo unspecified),1,14,1,-8,2,-2,12,-3
c1cc(CNCC2CCCO2)ccn1 (stereo unspecified),3,-33,-12,2,-5,-11,16,11
Cc1nnc(SCC(=O)N2CC(C)OC(C)C2)n1-c1ccccc1 (stereo unspecified),1,5,3,3,-6,-4,4,-2
COCCNC(=O)c1onc(CSc2ccc(F)c(F)c2)c1C(=O)O,2,6,-5,-10,7,7,6,-1
COc1cccc(CC(=O)Nc2cc(S(=O)(=O)N3CCCCC3)ccc2C)c1,0,14,-4,5,-6,-15,1,4
Cc1cc(Cl)ccc1OC(C)C(=O)NNC(=O)C1CCCCC1C(=O)O (stereo unspecified),2,-2,-7,-25,13,0,6,-9
O=c1c(C=Nc2ccc(Cl)cc2)c[nH]n1-c1cccc(Cl)n1,-9,0,-1,3,-4,-12,-19,-5
CS(=O)(=O)N1CCC(C(=O)N2CCc3ccccc3C2)CC1,-2,-4,-9,-3,6,-5,-5,-42
Cc1cc(Br)ccc1NC(=O)c1ccco1,-1,-6,-4,7,-7,0,11,1
COc1ccc(-n2c(/C=C3\C(=O)N(C)c4ccccc43)nc3ccccc3c2=O)cc1,2,3,6,8,3,-3,24,3
CCCCSc1nnc(-c2ccccc2)c2ccccc12,0,15,1,-16,-12,4,18,-17
O/N=C1\CCCc2ccccc21,-1,-6,9,-10,-10,6,6,-2
Cc1ccc2oc(C(=O)NC3CCS(=O)(=O)C3)c(C)c2c1 (stereo unspecified),2,-1,0,-2,10,-4,2,-17
C/C(=C\CCC1(C)C2CC3C(C2)C31C)C(=O)O (stereo unspecified),2,-1,-2,-5,-10,-14,24,-13
COC(=O)c1sccc1NC(=O)Cn1cnc2c1c(=O)n(C)c(=O)n2C,0,-7,3,-2,4,1,9,-32
COc1ccc(C2=NS(=O)(=O)N(C)C(C(=O)Nc3ccc(F)cc3F)=C2)cc1,2,1,5,17,-1,-4,-97,3
Cc1[nH]c(C)c(S(=O)(=O)Nc2ccc(OC(F)(F)F)cc2)c1C(=O)N1CCCCC1,1,-16,-3,-7,3,-7,7,-3
CSc1cccc(NC(=O)CN(C)S(=O)(=O)c2ccc(F)cc2)c1,0,1,-3,-1,-4,-1,17,2
Cc1oc(-c2cccc(Cl)c2)nc1CN1CCCC(C(=O)NCCCN2CCOCC2)C1 (stereo unspecified),-1,1,-4,-7,-4,0,21,-2
Cc1ccccc1S(=O)(=O)Cc1ccc(C(=O)NCCCN(C)Cc2ccccc2)o1,-2,5,2,-8,1,3,3,7
COc1ccc(C2CC(=O)N(c3ccccc3)C3=C2C(=O)CCC3)cc1 (stereo unspecified),1,-6,-1,9,-2,-1,-1,12
CC(C)(C)NC(=O)NC(=O)CN1CCC(Cc2ccccc2)CC1,2,15,-8,6,2,0,2,13
CC(=O)c1ccc(OCc2cc(C(=O)N3CCC(c4ccncc4)CC3)no2)cc1,-2,9,-4,15,-4,3,19,4
CNS(=O)(=O)c1cccc(C(=O)OCC(=O)NC2CCCC(C)C2C)c1 (stereo unspecified),2,-5,-5,10,1,-4,-2,-11
C=CCn1c(SCn2nnc3ccccc3c2=O)nnc1C1CCCCC1,0,-10,-2,-6,-4,1,22,-2
COc1ccc(NC(=O)C(NC(C)=O)C(=O)NCc2ccccc2)cc1 (stereo unspecified),2,-3,-3,-9,14,-7,20,-19
O=C(Nc1ccc(C(F)(F)F)cn1)Nc1cccs1,1,-5,7,9,1,-13,13,-14
CCOc1ccc(NC(=O)CN2CCN(C(=O)C3CCCO3)CC2)cc1 (stereo unspecified),2,-21,-3,6,-10,-7,10,-7
COc1ccc(CCC(=O)NNC(=S)NCc2ccc(F)cc2)cc1,5,4,-9,-24,1,-1,15,-29
CCn1cc(C(=O)O)c(=O)c2cnc(N3CCN(C(=S)NC(=O)c4ccc(Cl)cc4Cl)CC3)nc21,-1,8,-5,-5,11,-1,-16,-11
Cc1ccc(-n2[nH]c(C)c(C=NC34CN5CN(CN(C5)C3)C4)c2=O)cc1C,2,1,-5,0,12,-10,27,-12
CCCS(=O)(=O)N1CCC(C(=O)NCCCN(CC)c2cccc(C)c2)CC1,3,2,2,25,2,2,24,-3
CCC(C)N=CC1=C(O)C(C(=O)OC)C(C)(C)CC1=O (stereo unspecified),1,9,-5,-22,2,1,20,1
COCCNC(=O)CSc1nc2ccccc2c2nc(C)nn12,2,-5,-1,-12,-3,-6,19,-3
CCS(=O)(=O)N1CCC(C(=O)NCc2cccs2)CC1,0,4,-11,-2,-8,-10,4,-5
O=c1nc2scc(-c3ccccc3)n2c2ccccc12,2,-17,-14,17,-4,-2,-29,-5
O=C(Nc1ccc(N2CCCC2)cc1)c1ccccc1F,-2,4,-7,24,9,19,24,-1
COc1ccc(/C=C/C(=O)OCC(=O)Nc2cc3oc4ccccc4c3cc2OC)cc1,x,-9,x,x,-12,-3,x,-8
CCCSc1nnc2c(n1)OC(c1cccn1C)N(C(C)=O)c1ccccc1-2 (stereo unspecified),1,-7,-1,-6,-1,0,11,-12
COc1ccc2c(c1)[C@H]1[C@H](CO2)[C@H](c2ccccc2)[C@]2(C)C(=O)Nc3cc(Cl)ccc3C(=O)N12,-4,16,0,-17,9,-17,-27,-18
O=C(NC1(Cc2ccccc2)CCN(CCCc2ccccc2)C1=O)c1ccccc1 (stereo unspecified),2,15,4,-11,-9,9,-1,7
O=C(O)c1ccc(N2CCCCCC2)c(N2C(=O)c3ccccc3C2=O)c1,1,14,2,4,3,1,28,-9
Cc1ccccc1NC(=O)CSc1ccncc1,1,-17,-2,-7,5,5,22,-10
COc1ccccc1NC(=O)Nc1ccccc1SC,2,-2,0,18,8,-8,21,-26
CCc1c(C(C)=O)oc2ccc3c(C)cc(=O)oc3c12,1,-5,6,5,2,0,-32,-12
O=C(NC1CCCC1)C(NS(=O)(=O)c1cccc2nsnc12)c1ccccc1 (stereo unspecified),0,1,1,-8,8,-2,30,8
Cc1ccc(C)c(N2N=C(C(=O)OCc3nnc(-c4cccs4)o3)CCC2=O)c1,0,4,2,-18,3,-1,-24,-1
O=C(COc1ccccc1)Nc1nnc(S(=O)(=O)Nc2ccccc2)s1,-4,5,0,-25,-4,11,2,-11

Entries of single compounds from above. Screens in order: SENP1 inh	Apaf1 inhib	HKDC1 inhibitor	PfG6PD inh	SENP7 block	SENP8 block-1	SENP8 block-2	SENP6 inh
Profile of Cc1cc(Cl)ccc1OC(C)C(=O)NNC(=O)C1CCCCC1C(=O)O (stereo unspecified) → 2	-2	-7	-25	13	0	6	-9
Profile of CNS(=O)(=O)c1cccc(C(=O)OCC(=O)NC2CCCC(C)C2C)c1 (stereo unspecified) → 2	-5	-5	10	1	-4	-2	-11
Profile of O=C(COc1ccccc1)Nc1nnc(S(=O)(=O)Nc2ccccc2)s1 → -4	5	0	-25	-4	11	2	-11
Profile of Cc1ccccc1NC(=O)CSc1ccncc1 → 1	-17	-2	-7	5	5	22	-10
Profile of O=C(NC1CCCC1)C(NS(=O)(=O)c1cccc2nsnc12)c1ccccc1 (stereo unspecified) → 0	1	1	-8	8	-2	30	8

(list continues)
Molecule,SENP1 inh,Apaf1 inhib,HKDC1 inhibitor,PfG6PD inh,SENP7 block,SENP8 block-1,SENP8 block-2,SENP6 inh
COc1cc(NC(=S)NCCCN2CCOCC2)c(OC)cc1NC(=O)c1ccco1,-2,-1,-5,-3,5,-2,-8,6
C/C(=N\N=C(/N)c1nonc1N)c1ccc2c(c1)OCO2,5,-2,-5,-9,92*,82*,43*,84*
C[C@]12CC[C@H](O)CC1=C[C@H](O)C1C2CC[C@@]2(C)C1CC[C@@]2(O)C#Cc1ccc(CN)cc1 (stereo partly specified),-3,x,0,-11,x,x,10,x
C[C@H](CO)N1C[C@H](C)[C@@H](CN(C)C(=O)NC2CCCCC2)Oc2c(NC(=O)Nc3ccc(C(F)(F)F)cc3)cccc2C1=O,0,14,-1,-2,-3,-8,16,-13
c1ccc2c(c1)CCN(CCCNc1nc3ccccc3n3cnnc13)C2,-15,x,-4,20,x,x,24,x
CCCCNC(=O)Oc1cccc(N2CCCC2=O)c1,0,-6,4,-4,5,-3,32,-13
COc1ccc(OC)c(CNCc2ccc3c(c2)OCO3)c1,1,-3,2,-5,-2,7,8,-25
COCCN(C(=O)CSc1nnc(-c2ccccc2F)o1)c1c(N)n(CC(C)C)c(=O)[nH]c1=O,-1,0,-1,0,-3,5,8,3
O=C(Nc1cc(=O)[nH]c2nc(-c3ccc(Cl)cc3)nn12)c1ccccc1,x,19,-1,-6,-9,0,x,10
COC(=O)COc1ccc(S(=O)(=O)NCc2ccc3c(c2)OCO3)cc1,0,5,2,1,1,-7,6,-24
CC(CNS(=O)(=O)c1ccccc1)(c1ccccc1)N1CCOCC1 (stereo unspecified),2,-3,-6,4,9,4,15,14
CCn1c(Cc2c(C)[nH]c3ccccc23)nnc1SCC(=O)NCc1ccccc1,-42,5,-2,-5,4,4,-10,1
CC(=O)Nc1ccc(C(=O)OCCCOC(=O)c2ccc(NC(C)=O)cc2)cc1,-1,-5,-6,3,5,-3,4,-1
Cc1c(NC(=O)c2cccc(-c3cc4ccccc4oc3=O)c2)cccc1-c1nc2ncccc2o1,-2,7,-13,-1,-3,-3,-404,7
